# ELG1 genotox – genotoxicity induction in ELG1-luciferase HEK293T cells; HEK293T ELG1-luciferase reporter, luminescence, 16 h; Potency, µM (highest dose often 46 µM), for inactives: top-dose activity change, positive = activation, hits mostly activators; hit rate 1.3% among 330,000; AID 504466; further: potency means the concentration at half of the fitted maximal effect; % of control where 0% means no effect; nearly all actives have a fitted effect of over 60% in size
#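 16 hr compound incubation (37 °C, 5% CO2) of HEK293T cells carrying luciferase-tagged ELG1; luciferase then measured by ONE-Glo luminescence after 30 min at RT.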
# p53 reactivator – re-activators of mutant p53; H1299 p53-A138V BP100-luciferase reporter, luminescence, 24 h; hit rate 0.063% among 320,000; AID 504706; Potency, µM (doses to about 92.2 µM), without a hit: top-dose activity change, positive = activation, usual class: activators; further: potency means the concentration at half of the fitted maximal effect; % of control where 0% means no effect; nearly all actives have a fitted effect of over 45% in size
#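 p53-null H1299 cells stably carrying temperature-sensitive p53-A138V and a BP100-luciferase reporter were pinned with compounds (4-point, 1:5 series) and held 24 hrs at 37 deg C. Luminescence was read 10 min after detection reagent.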
# Rab9 prom act – activators of Rab9 promoter; Huh7 Rab9 promoter-luciferase reporter, luminescence, 24 h; Potency, µM (series often up to 9.22 µM), for the others: top-dose activation, negative = inhibition, hits mostly activators; AID 485297; hit rate 2.8% among 320,000; further: potency means the concentration at half of the fitted maximal effect; % of control where 0% means no effect; nearly all actives have a fitted effect of over 60% in size
#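 Huh7 reporter line, Rab9 promoter upstream of luciferase. Compound exposure 24 h at 37 °C in reduced-serum medium with 10% FBS. Read-out: luminescence.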
# Giardia kill – Giardia lamblia killing; Giardia lamblia trophozoite viability; activity change, % at 7.66 µM, hits read low; hit rate 0.15% among 340,000; AID 540267; in the data active means activity change below about -80%; inconclusive means between about -30% and that limit;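 further: parasites exposed to compound for two days anaerobically before the ATP read; on the % scale 0 is the no-effect control and ±100 the full control effect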
#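 Killing of trophozoites was scored by loss of ATP luminescence after a 48 hrs anaerobic exposure to compounds at 37 deg C, using 100 cells per well.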
# PKM2 activator – activators of human pyruvate kinase M2; P14618; purified PKM2, Kinase-Glo ATP luminescence, activation; response scale: 0% is enzyme alone, no compound; Potency, µM (series often up to 57.5 µM), for the others: top-dose activation, most hits filed as activators; hit rate 0.34% among 260,000; AID 1631; further: potency means the concentration at half of the fitted maximal effect; on the % scale 0 is the no-effect control and ±100 the full control effect; nearly all actives have a fitted effect of over 55% in size
#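 Purified hPK-M2 (>95% pure) converted ADP (0.1 mM final) to ATP with 0.5 mM PEP in 50 mM imidazole pH7.2, KCl, MgCl2, Tween 20, BSA; 1 h at room temperature. ATP detected by Kinase-Glo luminescence.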
# NPC1 prom act – activates the NPC1 promoter; Potency, µM (highest dose often 9.22 µM), inactives show top-dose activation, actives largely listed as activators; AID 485313; Huh7 NPC1 promoter luciferase reporter, 24 h; hit rate 2.4% among 320,000;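 further: potency means the concentration at half of the fitted maximal effect; % of control where 0% means no effect; nearly all actives have a fitted effect of over 60% in size; reporter is driven by a mutant NPC1 promoter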
#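 Stably transfected Huh7 (NPC1 promoter→luciferase), 1500 cells/well in Opti-MEM + 10% FBS, 2 h settle, then compound 24 h at 37 °C. Luminescence after 10 min with Amplite reagent.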
# BRCA1 expr up – activators of BRCA1 expression; MCF7-BRCA1-FFLuc reporter, luminescence, 48 h; response scale: scaled: vehicle 0%, 10 µM genistein 100%; Potency, µM (highest dose often 46.1 µM), without a hit: at the top dose activation, hits mostly activators; hit rate 1.1% among 380,000; further: potency means the concentration at half of the fitted maximal effect; nearly all actives have a fitted effect of over 80% in size; some results filed as inactive show a strong effect at the top dose
#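 48 h compound treatment of MCF7-BRCA1-FFLuc cells (phenol-red free MEM, 37 °C), then 15 min with luciferase substrate and luminescence imaging.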
# RORgamma inh – blocks mouse ROR gamma transcriptional activity; Potency, µM (top dose mostly 53.6 µM), for the others: at the highest dose activity change, negative = inhibition, actives largely listed as inhibitors; P51450; hit rate 5.4% among 310,000; Drosophila S2 Gal4-RORgamma UAS-luciferase reporter, 20 h; AID 2551; further: potency means the concentration at half of the fitted maximal effect; on the % scale 0 is the no-effect control and ±100 the full control effect; nearly all actives have a fitted effect of over 60% in size
# Target sequence (P51450 whole entry, looked up, the tested form may be a part): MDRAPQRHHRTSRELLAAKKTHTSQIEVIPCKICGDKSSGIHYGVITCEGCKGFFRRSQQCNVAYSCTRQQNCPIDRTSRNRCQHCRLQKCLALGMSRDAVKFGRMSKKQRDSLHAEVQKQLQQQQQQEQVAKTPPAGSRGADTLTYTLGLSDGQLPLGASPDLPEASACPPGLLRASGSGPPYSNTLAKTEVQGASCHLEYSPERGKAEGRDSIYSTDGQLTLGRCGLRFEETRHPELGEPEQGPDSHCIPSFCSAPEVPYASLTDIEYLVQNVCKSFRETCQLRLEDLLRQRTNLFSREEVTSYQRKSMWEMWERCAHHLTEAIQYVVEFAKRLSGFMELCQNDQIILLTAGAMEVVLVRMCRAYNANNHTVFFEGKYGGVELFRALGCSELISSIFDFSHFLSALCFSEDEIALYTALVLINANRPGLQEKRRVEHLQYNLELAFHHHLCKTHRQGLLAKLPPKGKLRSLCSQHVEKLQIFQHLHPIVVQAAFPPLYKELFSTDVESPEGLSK
#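 Luciferase reporter read in Schneider cells carrying Gal4-RORγ (mouse) and UAS-Photinus luciferase; cells given compound 1 h before 700 uM copper sulfate induction, then incubated 20 h at ambient temperature.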
# FLuc counter – firefly luciferase modulation, counter-screen for miR-21 project; P08659; purified FLuc, Km substrates, luminescence inhibition; Potency, µM (top dose mostly 57.5 µM), inactives show at the top dose activity change, negative = inhibition, most hits filed as inhibitors; hit rate 6.9% among 360,000;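 further: potency means the concentration at half of the fitted maximal effect; plate controls were vehicle for no effect and reference inhibitor for full effect; nearly all actives have a fitted effect of over 55% in size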
#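 Purified P. pyralis luciferase (10nM final) with 10uM D-luciferin and 10uM ATP (Km levels) in 50mM Tris acetate pH 7.5, 10mM Mg acetate, 0.01% Tween-20, 0.05% BSA; qHTS 6-point titration, ~60 µM downward; luminescence read.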
# VP16 counter – inhibits Gal4-VP16 luciferase reporter, ROR gamma counter-screen. Drosophila S2 Gal4-VP16 UAS-luciferase, luminescence, 20 h. hit rate 3.5% among 310,000. Potency, µM (highest dose often 53.6 µM), for the others: at the top dose activity, negative = inhibition, actives largely listed as inhibitors;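 further: Gal4-VP16 expression switched on by copper sulfate through the metallothionein promoter; potency means the concentration at half of the fitted maximal effect; on the % scale 0 is the no-effect control and ±100 the full control effect; nearly all actives have a fitted effect of over 50% in size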
# Menin MLL FP TR – inhibitors of human menin-MLL interaction, mutant MLL peptide; O00255; Menin + Texas Red MLL mutant peptide, fluorescence polarization; Potency, µM (doses to about 61.6 µM), for inactives: at the top dose FP activity change, negative = inhibition, actives largely listed as inhibitors; hit rate 0.23% among 270,000; active means well fitted inhibition curve with a large enough effect in the polarisation, with a control signal flat, not every such curve was filed as active; inconclusive means small, poorly fitted or top-dose-only effect, or effect the other way, or a change in a side signal; inactive means no such curve, though single readings can be large or run the other way; the % refers to the polarisation; further: potency means the concentration at half of the fitted maximal effect; % of control where 0% means no effect; many of its hits are not listed in these tables
# Target sequence (O00255 whole entry, looked up): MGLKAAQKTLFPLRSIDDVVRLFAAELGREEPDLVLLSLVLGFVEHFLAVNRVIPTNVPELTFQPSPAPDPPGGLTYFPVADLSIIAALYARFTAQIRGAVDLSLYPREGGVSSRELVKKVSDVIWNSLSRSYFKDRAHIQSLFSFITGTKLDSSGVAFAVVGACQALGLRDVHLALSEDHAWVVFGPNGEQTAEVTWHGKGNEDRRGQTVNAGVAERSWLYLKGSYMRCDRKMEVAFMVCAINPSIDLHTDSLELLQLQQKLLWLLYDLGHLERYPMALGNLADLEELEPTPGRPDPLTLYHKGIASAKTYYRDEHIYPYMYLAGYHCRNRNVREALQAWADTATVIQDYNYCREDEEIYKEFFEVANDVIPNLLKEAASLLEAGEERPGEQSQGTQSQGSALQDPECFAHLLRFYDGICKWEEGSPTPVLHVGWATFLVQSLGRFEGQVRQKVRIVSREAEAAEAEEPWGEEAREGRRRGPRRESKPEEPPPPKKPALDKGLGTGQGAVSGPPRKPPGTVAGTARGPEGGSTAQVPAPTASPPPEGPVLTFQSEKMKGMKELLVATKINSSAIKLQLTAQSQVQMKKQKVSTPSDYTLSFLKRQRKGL
# Active calls of the source: *; ? = inconclusive; · = no result given; & = joins results of further samples; [ ] = dose if it differs, or a comment. Unless noted, the call rests on the fitted dose curve; in most records, active means well fitted curve in the direction sought with a large enough effect; inconclusive means small, poorly fitted or top-dose-only effect, or another doubt; inactive means no such curve, though single readings can be large; an effect the other way counts as inactive or inconclusive.
# Value order: ELG1 genotox | p53 reactivator | Rab9 prom act | Giardia kill | PKM2 activator | NPC1 prom act | BRCA1 expr up | RORgamma inh | FLuc counter | VP16 counter | Menin MLL FP TR
O=C(Nc1ccc(Oc2ccc3c(c2)C(=O)N(c2ccc(O)cc2)C3=O)cc1)c1cccs1
    13% | 0% | -6% | -12 | -8% | -5% | -24% | 2%[10 µM] | 3% | -5% | ·
C/C=C/C(=O)Nc1cccc(C2=NOC3(C2)C[C@@H](C(N)=O)N(C(=O)c2cc([N+](=O)[O-])cc([N+](=O)[O-])c2C)C3)c1 (some centres not stated)
    2% | -5% | -5% | -8 | -1% | -5% | 7% | 6% | -3% | -7% | ·
O=S(=O)(c1cccc(COc2c(Cl)cccc2Cl)c1)N1CCOCC1
    -3% | -11% | -7% | -8 | · | -2% | -35% | · | 2% | · | ·
COc1cccc(C2(O)C(=O)Nc3ccccc32)c1 (configuration not stated)
    -2% | -7% | -1%[1.84 µM] | -14 | · | -1% | -15% | -1% | -2% | 0% | 0%
COc1ccc(NC(=O)CN2C(=O)NC3(CCCC3)C2=O)cc1OC
    1% | 1% | 0% | 0 | 2% | -3% | 0% | -3% | 1% | 6% | 2%
Cc1ccc(NC(=O)c2cc(NC(=O)c3ccco3)ccc2N2CCOCC2)cc1Cl
    8% | 4% | 0% | 12 | 0% | -10% | -12% | 0% | 5% | -3% | 8%
NC(=O)c1ccc(=O)n(Cc2ccc(Cl)cc2Cl)c1
    0% | -3% | -3% | 5 | · | -6% | -11% | -11% | -1% | 8% | -29%
CC(C)c1c(C(=O)N/N=C/c2ccncc2)nnn1-c1nonc1N
    0% | 11% | -4% | 2 | · | 3% | -6% | 16% | ? | 2% | 5%
CN(C)CCNC(=O)C1(O)c2cc(Br)ccc2NC(=O)N1c1ccc(Cl)cc1 (configuration not stated)
    1% | 0% | 4% | -4 | · | 2% | -6% | -13% | 0% | -5% | 17%
COC(=O)[C@H](CC(C)C)NC(=O)N1CCC(C)CC1
    0% | -3% | -4% | 2 | 1% | 0% | 13% | -7% | -16% | 12% | ·
O=C(COC(=O)c1ncc(Cl)c(Cl)c1Cl)NC(=O)c1ccccc1
    4% | -5% | -5% | -10 | · | -3% | 9% | · | 9% | · | ·
O=C(Nc1cccnc1Cl)c1ccc(S(=O)(=O)N2CCCCCC2)cc1
    -2% | -5% | -6% | -12 | 2% | -2% | 11% | 1% | 0% | 1% | 6%
CC(=O)c1c(C)[nH]c(C(=O)Nc2cc(S(=O)(=O)N3CCCCC3)ccc2C)c1C
    12% | -11% | 1% | 1 | · | -4% | -88% | · | 4% | · | ·
CCCCn1c(N)c(N(CC)C(=O)c2ccc(C#N)cc2)c(=O)[nH]c1=O
    1% | 0% | -2% | 16 | -4% | 2% | -11% | -37% | -1% | 5% | 3%
CC(=O)Nc1ccc(NC(=O)C(C)OC(=O)CCC(=O)c2ccc(F)cc2)cc1 (configuration not stated)
    ? | -4% | 2% | 2 | -9% | -3% | 2% | 19% | 3% | 4% | 12%
CCc1cccc(NC(=O)c2ccc(Br)o2)c1
    11% | 19% | 26% | 7 | -11% | 11% | 52% | ? | -1%[2.3 µM] | 13% | 0%
O=C(OCCOc1ccccc1F)c1cccc(S(=O)(=O)N2CCOCC2)c1
    0% | -1% | -3% | -13 | · | -1% | 24% | · | -11% | · | ·
O=C1CCC([N+](=O)[O-])C(c2ccccc2C(F)(F)F)N1 (configuration not stated)
    1% | -5% | -2% | -8 | · | -7% | 4% | -14% | 3% | -1% | -11%
O=C(Nc1nc(-c2cccc(Br)c2)cs1)Oc1ccccc1
    10% | ? | 20% | -6 | -1% | 21% | ? | -42% | -2% | -21% | ?
CCCCOc1ccc(-c2csc(N)n2)cc1[N+](=O)[O-]
    ? | ? | 2.8µM* | -20 | 7% | 2.5µM* | ? | 38%[10 µM] | 3.8µM* | ? | ?

# Later entries
Compound	ELG1 genotox	p53 reactivator	Rab9 prom act	Giardia kill	PKM2 activator	NPC1 prom act	BRCA1 expr up	RORgamma inh	FLuc counter	VP16 counter	Menin MLL FP TR
Cc1nonc1CN(C)C(=O)CC1C(=O)NCCN1Cc1ccccc1C(F)(F)F (configuration not stated)	0%	-4%	0%	8	3%	-8%	2%	25%	-2%	-5%	-1%
CN(CCc1ccccn1)C(=O)CCC1CCCN(Cc2ccccc2OC(F)F)C1 (configuration not stated)	-2%	5%	0%	-5	-3%	-4%	-14%	-1%	1%	-4%	-2%
Cc1ccc(OCC(=O)NNC(=O)[C@@H]2CCCC[C@@H]2C(=O)O)c(Br)c1	-1%	20%	-1%	8	·	-2%	26%	12%	-15%	7%	·
Cc1ccc(S(=O)(=O)N2CCC(C(=O)Nc3cc(C(F)(F)F)ccc3N3CCOCC3)CC2)cc1C	-1%	7%	1%	0	·	-3%	-26%	·	2%	·	·
CCN1CCSc2ccc(C(=O)NCc3ccc(OC(C)C)cc3)cc21	1%	·	1%	7	-1%	0%	-23%	-4%	-2%&-16%	1%	3%
CNCCOc1ccccc1C(C)(C)C	-4%	1%	-6%	-2	-12%	3%	0%	-1%	1%	2%	-7%
CCc1ccc(NC(=O)CSCc2ccc(C(=O)O)cc2)cc1	-1%	-5%	-12%	33[activator]	-3%	-8%	8%	7%	?	8%	18%
CCN1C(=O)[C@H]2[C@@H](c3ccc(Cl)cc3)N3C(=O)CN(CC4CC4)C(=O)[C@@]3(C)[C@H]2C1=O	3%	·	2%	10	9%	-2%	2%	-29%	5%	-18%	4%
O=C(NC1CCCCC1)c1ccc2c(c1)OCO2	?	?	?	-13	·	?	?	11%	?	14%	2%
O=C(Nc1nnc(CCc2ccccc2)s1)c1ccccc1F	15%	3%	?	19	-4%	20%	?	-3%	?	?	-20%
O=C(CN1CCN(c2ccccc2)CC1)Nc1ccc(OCc2ccccc2)cc1	2%	?	1%	0	5%	-5%	9%	?	4%	2%	-22%
O=C(NCc1cccc2[nH]ccc12)C1CCC(=O)N(CCc2ccc(Cl)cc2)C1 (configuration not stated)	-7%	-6%	9%	2	10%	0%	-25%	56%	2%	2%	·
O=C(CN(Cc1ccc(F)cc1)C(=O)CCC(=O)Nc1nccs1)NCC1CCCO1 (configuration not stated)	2%	-1%	-1%	-21	·	0%	6%	-7%	1%	4%	·
COCc1cc(=O)n2[nH]cc(-c3ccccc3)c2n1	-4%	7%	11%	-3	5%	10%	-40%	13µM*	?	10µM*	13%
CCCN(CCC)Cc1c(C(=O)N/N=C/c2ccco2)nnn1-c1nonc1N	-4%	-1%	0%	14	1%	-1%	12%	?	0%	-13%	0%
C/C(=N/NC(=O)CCc1ccccc1)c1ccco1	5%	0%	-1%	-21	1%	4%	31%	28%	-14%	7%	4%
CC1CCCCN1C(=S)NCCc1ccccc1 (configuration not stated)	?	?	?	-12	-19%	?	53%	15%	?	?	3%
CC(=O)N1CCc2cc(Br)cc(S(=O)(=O)N3CCC(C(=O)O)CC3)c21	2%	2%	-6%	11	1%	-1%	1%	-4%	0%	-5%	1%
CC(C)[C@H](NC(=O)Nc1ccc(Oc2ccccc2)cc1)C(=O)O	2%	4%	-3%	-23	2%	2%	-2%	12%[10 µM]	24µM*	2%	1%

# In another format: entries from further up.
Cc1ccc(NC(=O)c2cc(NC(=O)c3ccco3)ccc2N2CCOCC2)cc1Cl
- ELG1 genotox = 8%
- p53 reactivator = 4%
- Rab9 prom act = 0%
- Giardia kill = 12
- PKM2 activator = 0%
- NPC1 prom act = -10%
- BRCA1 expr up = -12%
- RORgamma inh = 0%
- FLuc counter = 5%
- VP16 counter = -3%
- Menin MLL FP TR = 8%
O=C(Nc1nnc(CCc2ccccc2)s1)c1ccccc1F
- ELG1 genotox = 15%
- p53 reactivator = 3%
- Rab9 prom act = ?
- Giardia kill = 19
- PKM2 activator = -4%
- NPC1 prom act = 20%
- BRCA1 expr up = ?
- RORgamma inh = -3%
- FLuc counter = ?
- VP16 counter = ?
- Menin MLL FP TR = -20%
COc1ccc(NC(=O)CN2C(=O)NC3(CCCC3)C2=O)cc1OC
- ELG1 genotox = 1%
- p53 reactivator = 1%
- Rab9 prom act = 0%
- Giardia kill = 0
- PKM2 activator = 2%
- NPC1 prom act = -3%
- BRCA1 expr up = 0%
- RORgamma inh = -3%
- FLuc counter = 1%
- VP16 counter = 6%
- Menin MLL FP TR = 2%
CCc1cccc(NC(=O)c2ccc(Br)o2)c1
- ELG1 genotox = 11%
- p53 reactivator = 19%
- Rab9 prom act = 26%
- Giardia kill = 7
- PKM2 activator = -11%
- NPC1 prom act = 11%
- BRCA1 expr up = 52%
- RORgamma inh = ?
- FLuc counter = -1%[2.3 µM]
- VP16 counter = 13%
- Menin MLL FP TR = 0%

# An excerpt. The share of hits here may be higher or lower than overall.
